From PubChem BioAssay
MIN6 prolif: induces beta-cell replication in MIN6 cells. 330,000 compounds, 0.29% hits. MIN6 cells proliferation, ATPlite luminescence, 48 h; cells starved in 0.2% serum; 100% = growth in 10% serum. AID 2380. proliferation, % at 10 µM;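 active = compounds whose signal lies at least 3.5 SD above the mean of all wells on their plate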;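 note: 0% = DMSO-treated cells in low-serum medium and 100% = 10% serum control; some compounds called inactive have numbers as strong as hits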
hIAP block: human IAP inhibition. purified IAP, CDP-Star luminescence, 30 min. 330,000 compounds, 0.12% hits. AID 2544. inhibition, % at 10 µM;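 active = inhibition reaching a set limit with compound at 10 µM in the primary screen, cut at about 35% in these data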;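 note: plate controls were DMSO wells with enzyme for no effect and no-enzyme buffer wells for full effect; values of inactives mirror those of a sister screen read the other way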
NLRP3 yeast inh: NALP3 inhibition in yeast; Yeast reconstituted NLRP3/ASC/caspase-1, beta-gal luminescence, 24 h; inhibition, % at 10 µM; 330,000 compounds, 0.39% hits; AID 2825;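 active = inhibition of 50% or more; inactive = inhibition below 50%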;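 note: plate controls were induced DMSO wells for no effect and uninduced yeast grown without galactose for full effect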
mIAP inh: blocks mouse intestinal alkaline phosphatase. purified mouse IAP, CDP-Star luminescence, 30 min. 330,000 compounds, 0.2% hits. inhibition, % at 10 µM;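 active = inhibition of at least 40% at 10 µM in the primary screen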;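 note: plate controls were DMSO with enzyme for no effect and no enzyme wells for full effect; values of inactives mirror those of a sister screen read the other way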
APOBEC3A inh: inhibitors of human APOBEC3A DNA deaminase. P31941. recombinant A3A, FAM/TAMRA ssDNA deamination fluorescence. inhibition, % at 20 µM. 330,000 compounds, 0.41% hits. AID 493011;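 active = at least 40% inhibition at 20 µM here, with at most 30% in a related deaminase screen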;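 note: plate controls were A3A with DMSO for no effect and wells lacking A3A enzyme for full effect; some results filed as inactive read as strong as hits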
Target sequence (P31941 whole entry, looked up): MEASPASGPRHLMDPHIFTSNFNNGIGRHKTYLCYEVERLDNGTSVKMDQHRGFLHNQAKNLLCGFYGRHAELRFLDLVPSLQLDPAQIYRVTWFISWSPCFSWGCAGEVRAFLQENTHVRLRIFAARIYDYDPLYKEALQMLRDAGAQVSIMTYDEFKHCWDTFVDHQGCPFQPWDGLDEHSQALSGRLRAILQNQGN
hIAP activ: increases human intestinal alkaline phosphatase activity. P09923. purified human IAP, CDP-Star luminescence, 30 min; hits give high values; 1 = vehicle-only enzyme, 0 = enzyme-free background. activation factor at 10 µM. 330,000 compounds, 0.16% hits;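 active = activation factor of the enzyme at least 2-fold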; note: the source names both 10 and 20 µM as test concentration; values of inactives mirror those of a sister screen read the other way
APOBEC3G inh: APOBEC3G (human) deaminase inhibition. Q9HC16. 330,000 compounds, 0.28% hits. inhibition, % at 20 µM. recombinant A3G, ssDNA deamination FAM/TAMRA fluorescence;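 active = inhibition of at least 40% at 20 µM, with no more than 30% in the related APOBEC3A deaminase screen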;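 note: plate controls were DMSO wells with A3G for no effect and wells lacking A3G enzyme for full effect; some compounds called inactive have numbers as strong as hits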
Target sequence (Q9HC16 whole entry, looked up): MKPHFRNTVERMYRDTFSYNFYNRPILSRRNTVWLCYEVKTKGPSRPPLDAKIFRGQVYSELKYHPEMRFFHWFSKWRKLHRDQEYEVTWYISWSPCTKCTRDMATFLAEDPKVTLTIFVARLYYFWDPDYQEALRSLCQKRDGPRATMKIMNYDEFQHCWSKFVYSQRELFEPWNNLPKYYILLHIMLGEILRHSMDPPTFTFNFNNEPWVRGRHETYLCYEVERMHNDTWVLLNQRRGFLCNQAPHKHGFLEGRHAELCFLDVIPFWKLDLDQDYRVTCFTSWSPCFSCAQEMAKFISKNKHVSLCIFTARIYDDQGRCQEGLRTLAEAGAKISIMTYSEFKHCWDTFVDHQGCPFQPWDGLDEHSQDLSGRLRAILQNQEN
mIAP activ: increases mouse intestinal alkaline phosphatase activity; muIAP, CDP-Star luminescence, 30 min; hits give high values; 1 = vehicle-only enzyme signal, 0 = enzyme-free wells; activation factor at 10 µM; 330,000 compounds, 0.24% hits;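 active = activation factor of at least 2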; note: the source names both 10 and 20 µM as test concentration; values of inactives mirror those of a sister screen read the other way
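Assay system: mouse IAP enzyme; reagent: chemiluminescent substrate CDP-Star; dosing: test compounds delivered from DMSO solution; schedule: 30 min at room temperature; measured by: luminescence from enzymatic CDP-Star hydrolysis; controls: DMSO-only wells and no-enzyme negative control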
SENP1 FRET inh: SENP1 (human) catalytic domain inhibition; recombinant SENP1 catalytic domain, CyPet-SUMO1-YPet FRET cleavage; 360,000 compounds, 0.21% hits; inhibition, % at 10 µM; AID 624204; Q9P0U3;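 active = inhibition at least 30% at 10 µM, raw YFP signal under a set limit, fluorescence ratio 0.5 to 1.5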;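 note: 0% = enzyme with DMSO and 100% = no enzyme wells; some results filed as inactive read as strong as hits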
Target sequence (Q9P0U3 419-644 limits assumed): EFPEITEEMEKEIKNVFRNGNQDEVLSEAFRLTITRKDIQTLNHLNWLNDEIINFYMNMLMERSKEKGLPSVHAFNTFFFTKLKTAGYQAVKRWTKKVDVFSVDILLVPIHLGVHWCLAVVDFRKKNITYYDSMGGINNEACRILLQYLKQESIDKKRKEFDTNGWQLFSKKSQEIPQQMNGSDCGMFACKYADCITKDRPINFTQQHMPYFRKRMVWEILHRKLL
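Test system: hSENP1 catalytic domain, recombinant; Amount: 20 pM final SENP1 enzyme; Medium: Tris pH 8 buffer plus EDTA, NaCl, BME, BSA, NP40, catalase; Schedule: 50 min enzyme reaction, room temperature, light-protected; Technique: FRET fluorescence in CFP and YFP emission channels; Controls: no-enzyme wells low, DMSO-plus-enzyme wells high control.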
The depositor's hits bear a star. A portion of the library. The share of hits here may be higher or lower than overall.

How did COc1ccc(C(C(=O)NC2CCCC2)N(C(=O)c2ccco2)c2cc3c(cc2C(C)=O)OCO3)cc1OC (stereo not given) do in these assays?
MIN6 prolif: -2; hIAP block: -36; NLRP3 yeast inh: -4; mIAP inh: -2; APOBEC3A inh: -3; hIAP activ: 1.4; APOBEC3G inh: -8; mIAP activ: 1; SENP1 FRET inh: 0

How did CCN(CC)CCN1C(=O)c2cccc3cc(N)cc(c23)C1=O do in these assays?
MIN6 prolif: -3; hIAP block: 1; NLRP3 yeast inh: 14; mIAP inh: 3; APOBEC3A inh: 19; hIAP activ: 0.99; APOBEC3G inh: -8; mIAP activ: 0.97; SENP1 FRET inh: 16

How did COc1cc(OC)cc(-c2c(-c3ccc(F)cc3)c3cc(-c4ccc(OC)nc4)ccc3n2C)c1 do in these assays?
MIN6 prolif: -5; hIAP block: 2; NLRP3 yeast inh: 3; mIAP inh: 0; APOBEC3A inh: 0; hIAP activ: 0.98; APOBEC3G inh: -2; mIAP activ: 0.99; SENP1 FRET inh: -10

What do the screens show for `O=C(NNS(=O)(=O)c1ccccc1)c1cnn(-c2ccccc2)c1-n1cccc1`?
MIN6 prolif: -1; hIAP block: 9; NLRP3 yeast inh: -3; mIAP inh: 3; APOBEC3A inh: -1; hIAP activ: 0.91; APOBEC3G inh: -1; mIAP activ: 0.97; SENP1 FRET inh: 0

What do the screens show for `CCC(=O)Nc1nnc(CSCc2ccc(F)cc2)s1`?
MIN6 prolif: -2; hIAP block: 19; NLRP3 yeast inh: 8; mIAP inh: 3; APOBEC3A inh: 2; hIAP activ: 0.81; APOBEC3G inh: -6; mIAP activ: 0.97; SENP1 FRET inh: -1

Results for Cn1c(SCC(=O)N2CCCCCC2)nc2c([nH]c3ccccc32)c1=O ?
MIN6 prolif: -4; hIAP block: -4; NLRP3 yeast inh: 12; mIAP inh: -5; APOBEC3A inh: -3; hIAP activ: 1; APOBEC3G inh: -2; mIAP activ: 1; SENP1 FRET inh: -2

Results for O=c1[nH][nH]cc1C=Nc1ccc(Cl)cc1 ?
MIN6 prolif: -2; hIAP block: -5; NLRP3 yeast inh: 3; mIAP inh: -5; APOBEC3A inh: -3; hIAP activ: 1.1; APOBEC3G inh: -6; mIAP activ: 1; SENP1 FRET inh: 1

Results for Cc1ccc(-n2nc3c(c2NC(=O)C(C)C)CS(=O)(=O)C3)c(C)c1 ?
MIN6 prolif: -2; hIAP block: 2; NLRP3 yeast inh: 10; mIAP inh: -2; APOBEC3A inh: 1; hIAP activ: 0.98; APOBEC3G inh: -3; mIAP activ: 1; SENP1 FRET inh: 0

Results for Cc1ccc(C(=O)NCCONC(=O)c2ccc(C)cc2)cc1 ?
MIN6 prolif: 1; hIAP block: 20; NLRP3 yeast inh: 0; mIAP inh: 3; APOBEC3A inh: 0; hIAP activ: 0.8; APOBEC3G inh: -5; mIAP activ: 0.97; SENP1 FRET inh: 0

How did CN(C)CCCC1(O)c2ccccc2C=Cc2ccccc21 do in these assays?
MIN6 prolif: -2; hIAP block: -8; NLRP3 yeast inh: 0; mIAP inh: 8; APOBEC3A inh: -2; hIAP activ: 1.1; APOBEC3G inh: -1; mIAP activ: 0.92; SENP1 FRET inh: 0

How did C[C@H]1COC(=O)CC/C=C\C[C@H](CC(=O)N(CCO)Cc2ccccc2)C(=O)N1 do in these assays?
MIN6 prolif: -2; hIAP block: 2; NLRP3 yeast inh: -1; mIAP inh: 3; APOBEC3A inh: 0; hIAP activ: 0.98; APOBEC3G inh: -4; mIAP activ: 0.97; SENP1 FRET inh: -1

What do the screens show for `CCOc1cc2c3c(c1)C1(C(=O)N3C(C)(C)C=C2C)C(C#N)=C(N)Oc2cc(O)ccc21` (stereo not given)?
MIN6 prolif: -6; hIAP block: 1; NLRP3 yeast inh: 3; mIAP inh: 19; APOBEC3A inh: -1; hIAP activ: 0.99; APOBEC3G inh: -4; mIAP activ: 0.81; SENP1 FRET inh: -7

How did CCc1c(C2(O)CCCCC2)[nH]c2cnccc12 do in these assays?
MIN6 prolif: 0; hIAP block: 0; NLRP3 yeast inh: 22; mIAP inh: -3; APOBEC3A inh: 1; hIAP activ: 0.99; APOBEC3G inh: -10; mIAP activ: 1; SENP1 FRET inh: -1

What do the screens show for `CC(C)(C)NC(=O)c1ccncc1`?
MIN6 prolif: 1; hIAP block: 18; NLRP3 yeast inh: 3; mIAP inh: 2; APOBEC3A inh: 0; hIAP activ: 0.82; APOBEC3G inh: -1; mIAP activ: 0.98; SENP1 FRET inh: -1

How did N#CC(C#N)=C(N)/C(C#N)=C/c1cc(O)c(O)c(O)c1 do in these assays?
MIN6 prolif: -8; hIAP block: 3; NLRP3 yeast inh: 18; mIAP inh: 70*; APOBEC3A inh: -1; hIAP activ: 0.97; APOBEC3G inh: -9; mIAP activ: 0.29; SENP1 FRET inh: 7

Results for O=C(O)CCCCCNC(=O)OCC1c2ccccc2-c2ccccc21 ?
MIN6 prolif: 1; hIAP block: 3; NLRP3 yeast inh: -4; mIAP inh: 12; APOBEC3A inh: -4; hIAP activ: 0.97; APOBEC3G inh: -6; mIAP activ: 0.88; SENP1 FRET inh: 4

What do the screens show for `COc1cc(/C=N\NC(=O)CC#N)ccc1OC/C=C/c1ccccc1`?
MIN6 prolif: -7; hIAP block: -9; NLRP3 yeast inh: 19; mIAP inh: -1; APOBEC3A inh: 4; hIAP activ: 1.1; APOBEC3G inh: 4; mIAP activ: 1; SENP1 FRET inh: -2

What do the screens show for `O=c1c2cnn(-c3ccccc3)c2ncn1Cc1cccnc1`?
MIN6 prolif: 0; hIAP block: -1; NLRP3 yeast inh: 0; mIAP inh: -3; APOBEC3A inh: 6; hIAP activ: 1; APOBEC3G inh: -3; mIAP activ: 1; SENP1 FRET inh: -1

What do the screens show for `Cc1cccc(Cc2c(C)nc3c(C(=O)N4CCN(Cc5ccc6c(c5)OCO6)CC4)cnn3c2C)c1`?
MIN6 prolif: -5; hIAP block: 2; NLRP3 yeast inh: 12; mIAP inh: -1; APOBEC3A inh: -4; hIAP activ: 0.98; APOBEC3G inh: -6; mIAP activ: 1; SENP1 FRET inh: 3

What do the screens show for `CC(=O)N1CCN(S(=O)(=O)c2cccc(C(=O)Nc3ccccc3N3CCCCC3)c2)CC1`?
MIN6 prolif: -1; hIAP block: 3; NLRP3 yeast inh: 18; mIAP inh: -3; APOBEC3A inh: 5; hIAP activ: 0.97; APOBEC3G inh: -4; mIAP activ: 1; SENP1 FRET inh: 1

Results for CC1Cc2ccccc2N1C(=O)NC1CC(=O)N(c2ccc3c(c2)OCCO3)C1 (stereo not given) ?
MIN6 prolif: 0; hIAP block: -2; NLRP3 yeast inh: -7; mIAP inh: -4; APOBEC3A inh: 0; hIAP activ: 1; APOBEC3G inh: -4; mIAP activ: 1; SENP1 FRET inh: 0

How did CCC(C)NCCOCCOc1cc(C)c(Cl)c(C)c1 (stereo not given) do in these assays?
MIN6 prolif: -3; hIAP block: -16; NLRP3 yeast inh: 12; mIAP inh: 2; APOBEC3A inh: 9; hIAP activ: 1.2; APOBEC3G inh: -8; mIAP activ: 0.98; SENP1 FRET inh: 2

What do the screens show for `Clc1ccccc1/C=N/N1CCN(Cc2ccccc2)CC1`?
MIN6 prolif: 1; hIAP block: -21; NLRP3 yeast inh: 18; mIAP inh: -5; APOBEC3A inh: -5; hIAP activ: 1.2; APOBEC3G inh: -7; mIAP activ: 1.1; SENP1 FRET inh: 0

Results for O=C(CSC1=NS(=O)(=O)c2cc(F)ccc2N1)NCc1ccccc1 ?
MIN6 prolif: 3; hIAP block: 0; NLRP3 yeast inh: 20; mIAP inh: 1; APOBEC3A inh: -1; hIAP activ: 1; APOBEC3G inh: -7; mIAP activ: 0.99; SENP1 FRET inh: 0

Results for Cc1ccc(C(=O)N/N=C\C2CC=CCC2)cc1[N+](=O)[O-] (stereo not given) ?
MIN6 prolif: 4; hIAP block: 3; NLRP3 yeast inh: 6; mIAP inh: 9; APOBEC3A inh: -2; hIAP activ: 0.97; APOBEC3G inh: -8; mIAP activ: 0.91; SENP1 FRET inh: 2

What do the screens show for `COCC(=O)N(CCc1ccccc1)Cc1cc2cc(C)ccc2nc1Cl`?
MIN6 prolif: -2; hIAP block: -6; NLRP3 yeast inh: 15; mIAP inh: 5; APOBEC3A inh: -6; hIAP activ: 1.1; APOBEC3G inh: -7; mIAP activ: 0.95; SENP1 FRET inh: -1

Results for CCOC(=O)c1cncc(O)c1 ?
MIN6 prolif: -2; hIAP block: -15; NLRP3 yeast inh: 1; mIAP inh: -10; APOBEC3A inh: -6; hIAP activ: 1.2; APOBEC3G inh: -3; mIAP activ: 1.1; SENP1 FRET inh: 1

How did C=CCNC(=O)c1onc(CSc2ccc(Cl)cc2)c1C(=O)NCC=C do in these assays?
MIN6 prolif: -2; hIAP block: 3; NLRP3 yeast inh: 30; mIAP inh: 7; APOBEC3A inh: 0; hIAP activ: 0.97; APOBEC3G inh: -5; mIAP activ: 0.93; SENP1 FRET inh: 1

Results for Cn1c(=O)c2c(ncn2CC(=O)Nc2nc(-c3ccc(F)c(F)c3)cs2)n(C)c1=O ?
MIN6 prolif: 3; hIAP block: -3; NLRP3 yeast inh: -15; mIAP inh: 8; APOBEC3A inh: 1; hIAP activ: 1; APOBEC3G inh: -5; mIAP activ: 0.92; SENP1 FRET inh: 4

What do the screens show for `CS(=O)(=O)N(CC(=O)N1CCOCC1)c1ccccc1Br`?
MIN6 prolif: -1; hIAP block: 28; NLRP3 yeast inh: 16; mIAP inh: 2; APOBEC3A inh: -4; hIAP activ: 0.72; APOBEC3G inh: -7; mIAP activ: 0.98; SENP1 FRET inh: 1

How did Cc1cc(=O)[nH]c2ccccc12 do in these assays?
MIN6 prolif: -1; hIAP block: -6; NLRP3 yeast inh: -8; mIAP inh: 2; APOBEC3A inh: -2; hIAP activ: 1.1; APOBEC3G inh: -1; mIAP activ: 0.98; SENP1 FRET inh: 2

How did NC(=O)C1CCN(C(=O)c2ccccc2SCC(=O)NCC2CCCCC2)CC1 do in these assays?
MIN6 prolif: 5; hIAP block: -7; NLRP3 yeast inh: 6; mIAP inh: 0; APOBEC3A inh: -3; hIAP activ: 1.1; APOBEC3G inh: -6; mIAP activ: 1; SENP1 FRET inh: -2

What do the screens show for `NC(=O)c1cccc(CS(=O)(=O)c2ccc(Cl)cc2)c1`?
MIN6 prolif: -2; hIAP block: -2; NLRP3 yeast inh: 20; mIAP inh: -12; APOBEC3A inh: 2; hIAP activ: 1; APOBEC3G inh: -2; mIAP activ: 1.1; SENP1 FRET inh: 0

How did CCOc1c(Cl)cc(CNCc2ccncc2)cc1OC do in these assays?
MIN6 prolif: -4; hIAP block: -8; NLRP3 yeast inh: -2; mIAP inh: 3; APOBEC3A inh: -1; hIAP activ: 1.1; APOBEC3G inh: -5; mIAP activ: 0.97; SENP1 FRET inh: 1

How did Cc1cc(OCC(=O)Nc2cnn(CCCC(=O)O)c2)ccc1Cl do in these assays?
MIN6 prolif: -1; hIAP block: -13; NLRP3 yeast inh: -6; mIAP inh: 1; APOBEC3A inh: -1; hIAP activ: 1.1; APOBEC3G inh: -2; mIAP activ: 0.99; SENP1 FRET inh: -1
